Compound activity (PubChem BioAssay)
UTI89 phage lysis – inhibition of K1F phage lysis, E. coli UTI89, bacterial capsule biogenesis inhibitors, alamar blue (AID 488966). E. coli UTI89 K1F phage lysis, alamar blue, 2 h; higher % means a stronger effect. inhibition, % at 100 µM; hits with a dose series show IC50 in µM. 0.02% of 340,000 active;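 active = phage lysis inhibition, versus mean bacterial control, above a set limit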;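 note: capsule biogenesis inhibitors block K1F phage lysis so surviving cells raise fluorescence; higher fluorescence means more inhibition of phage lysis; actives were called in the ten point dose series up to 300 µM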
The depositor's hits bear a star; [ ] = another dose, or the depositor's remark. Not all compounds are listed; count on the stated rates, not on these rows.

The first 14 records, ahead of the listing:
SMILES	UTI89 phage lysis
CCN(CC(=O)Nc1c(F)cccc1F)C(=O)CN(C)S(=O)(=O)c1ccc(F)cc1	0.6%
COc1cccc(NC(=O)CSc2nnc(-c3cccnc3)o2)c1	1.1%[50 µM]
COc1cc(S(=O)(=O)Nc2c(C)nn(C)c2C)ccc1NC(C)=O	1.3%[50 µM]
O=C1CCc2cc(S(=O)(=O)NCCc3ccc(Cl)cc3)cc3c2N1CC3	0.3%[50 µM]
Cc1ccc(NC(=O)c2cccc(-n3cnnn3)c2)cc1Cl	0.7%[50 µM]
COc1ccc(OC)c(C(=O)COC(=O)c2ccc([N+](=O)[O-])o2)c1	0.6%[50 µM]
COc1ccc(OCCOc2ccc(S(=O)(=O)N3CCCC3)cc2C(N)=O)cc1	1.1%[50 µM]
COc1cc(OC)c(C(=O)Nc2cc(Cl)ccc2-n2cncn2)cc1OC	0.9%[50 µM]
CN1/C(=C/C(=O)COC(=O)CN2C(=O)C3CC=CCC3C2=O)C(C)(C)c2ccccc21 (stereo not given)	1.3%
CC1(C)c2[nH]c3ccccc3c2C[C@@H]2C(=O)N(c3ccc(F)cc3F)C(=O)N21	-0.5%
CCN(CC)CCCn1c2c(c(SCC(=O)Nc3nc(C)cs3)nc1=O)CCC2	1.0%[50 µM]
Cc1cc(CCNC=O)c(C)c2c1oc1ccccc12	-3.4%
CC(=O)c1ccc(Nc2nc(-c3ccccc3)nc3ccccc23)cc1	-0.8%
O=C(OCC(=O)N1CCN(C(=O)c2ccco2)CC1)c1cc(F)c(F)cc1Cl	0.0%

Main list (from the top)
SMILES	UTI89 phage lysis
CCN(CC(=O)Nc1c(F)cccc1F)C(=O)CN(C)S(=O)(=O)c1ccc(F)cc1	0.6%
COc1cccc(NC(=O)CSc2nnc(-c3cccnc3)o2)c1	1.1%[50 µM]
COc1cc(S(=O)(=O)Nc2c(C)nn(C)c2C)ccc1NC(C)=O	1.3%[50 µM]
O=C1CCc2cc(S(=O)(=O)NCCc3ccc(Cl)cc3)cc3c2N1CC3	0.3%[50 µM]
Cc1ccc(NC(=O)c2cccc(-n3cnnn3)c2)cc1Cl	0.7%[50 µM]
COc1ccc(OC)c(C(=O)COC(=O)c2ccc([N+](=O)[O-])o2)c1	0.6%[50 µM]
COc1ccc(OCCOc2ccc(S(=O)(=O)N3CCCC3)cc2C(N)=O)cc1	1.1%[50 µM]
COc1cc(OC)c(C(=O)Nc2cc(Cl)ccc2-n2cncn2)cc1OC	0.9%[50 µM]
CN1/C(=C/C(=O)COC(=O)CN2C(=O)C3CC=CCC3C2=O)C(C)(C)c2ccccc21 (stereo not given)	1.3%
CC1(C)c2[nH]c3ccccc3c2C[C@@H]2C(=O)N(c3ccc(F)cc3F)C(=O)N21	-0.5%
CCN(CC)CCCn1c2c(c(SCC(=O)Nc3nc(C)cs3)nc1=O)CCC2	1.0%[50 µM]
Cc1cc(CCNC=O)c(C)c2c1oc1ccccc12	-3.4%
CC(=O)c1ccc(Nc2nc(-c3ccccc3)nc3ccccc23)cc1	-0.8%
O=C(OCC(=O)N1CCN(C(=O)c2ccco2)CC1)c1cc(F)c(F)cc1Cl	0.0%
Cc1ccc(NC(=O)CN2CCN(C)CC2)cc1S(=O)(=O)N1CCOCC1	1.4%[50 µM]
Cc1ccc2c(c1)[C@H]1[C@H](CO2)[C@H](c2ccccc2)[C@]2(C)C(=O)Nc3cc(F)ccc3C(=O)N12	4.4%
CCOC(=O)[C@H]1[C@H]2COc3ccccc3[C@@H]2N2C(=O)c3c(C)cc(C)cc3NC(=O)[C@@]12C	1.4%
O=C(N/N=C/c1ccccc1Br)c1cccc(S(=O)(=O)N2CCOCC2)c1	0.3%[50 µM]
CCOc1ccc(S(=O)(=O)Nc2cccc(C(=O)NCC(C)(C)N3CCOCC3)c2)cc1	1.5%[50 µM]
O=C(C[C@@H]1C/C=C\CCC(=O)OC[C@@H]2CCCN2C1=O)N[C@H](CO)Cc1ccccc1	0.1%
CON(C)S(=O)(=O)NC(=O)C1=C(N2CCCC2)COC1=O	1.2%
COc1cccc(NC(=O)COC(=O)c2ccc3c(c2)OCO3)c1	1.9%[50 µM]
O=C(O)c1ccc(C(=O)Nc2ccc(F)cc2)cc1	5.9%
COc1cccc(NC(=O)COC(=O)CC2CC3CCC2C3)c1 (stereo not given)	-0.8%[50 µM]
CCCN(C(=O)c1cc(Cl)nc2ccccc12)C1CCS(=O)(=O)C1 (stereo not given)	1.8%[50 µM]
Cc1ccc(C(=O)c2ccccc2C(=O)OCC(=O)N2C(C)CCCC2C)cc1 (stereo not given)	0.4%[50 µM]
O=C(CSc1nnnn1C1CC1)Nc1cc(S(=O)(=O)N2CCCC2)ccc1Cl	0.2%
COc1ccc(C2CC(=O)Oc3ccc(OC)cc32)cc1 (stereo not given)	0.0%
C[C@H](CO)N1C[C@H](C)[C@@H](CN(C)C(=O)NC2CCCCC2)Oc2c(NS(=O)(=O)c3cn(C)cn3)cccc2C1=O	2.2%
CC1Cc2ccccc2N1C(=O)CN(C)CC(=O)Nc1cccc(F)c1 (stereo not given)	0.3%[50 µM]
COc1ccccc1NS(=O)(=O)c1cccc(C(=O)NNC(=O)C(C)NC(=O)c2ccco2)c1 (stereo not given)	0.9%[50 µM]
CN(Cc1ccccc1)C(=O)c1cccc(NC(=O)Cc2ccc(NC(=O)C3CCCN(C(=O)C4CCCCC4)C3)cc2)c1 (stereo not given)	-0.1%
O=C(Nc1cc(Cl)ccc1F)C1=COCCO1	0.5%[50 µM]
COc1cc(N)c(Cl)cc1C(=O)OCC(=O)NCC1CCCO1 (stereo not given)	0.6%[50 µM]
Cc1cccc(NC(=O)c2nc[nH]c2C(=O)NCCCCCCNC(=O)c2[nH]cnc2C(=O)Nc2cccc(C)c2)c1	1.1%
O=c1ccc2ccc(O[C@@H]3O[C@H](CO)[C@@H](O)[C@H](O)[C@H]3O)c(O)c2o1	1.7%
CCN(CC)CC(C)(C)C(=O)/C=C/c1ccc(/C=C/C(=O)C(C)(C)CN(CC)CC)cc1	2.4%
COc1cccc(NC(=O)CN(C)C(=O)c2sc3cc(Cl)ccc3c2Cl)c1	0.0%[50 µM]
CC(CCc1ccccn1)(CCc1ccccn1)C(=O)c1ccccc1	2.2%
CN(C)S(=O)(=O)c1ccc(/C(O)=C2/C(=O)C(=O)N(CCN3CCCCC3)C2c2cccnc2)cc1 (stereo not given)	0.0%
CC(=NNC(=O)c1cc(C)oc1C)c1ccc(Br)s1	0.6%[50 µM]
CCN1C(=O)[C@H]2[C@H]3CN=C(SCc4ccc(C)cc4)N3[C@@](CC)(C(=O)OC)[C@H]2C1=O	0.3%
COc1ccc(NS(=O)(=O)c2cc(C(=O)N3CCCCCC3)ccc2C)cc1	0.5%[50 µM]
CN(C(=O)CN1C(=O)c2cccc(N)c2C1=O)C1CCCCC1	3.0%
CCC(=O)Nc1ccc(C(=O)CN2C(=O)NC3(CCOc4ccccc43)C2=O)cc1 (stereo not given)	0.8%[50 µM]
C=C(NC(C)=O)c1c(F)cccc1F	1.2%
O=C(COC(=O)c1cccc(OC(F)F)c1)Nc1cccc(S(=O)(=O)N2CCCC2)c1	0.3%[50 µM]
COc1ccccc1NC(=O)C(C)OC(=O)CCCOc1ccccc1 (stereo not given)	0.8%[50 µM]
CCC1(C(=O)NC(=Nc2ccccc2)Nc2ccccc2)CCOC1=O (stereo not given)	-3.9%
COc1cc2c(oc(=O)c3cc(C)cc(OC)c32)c2c(C3OC(C)C(O)C(C)(O)C3O)ccc(O)c12 (stereo not given)	0.7%
COc1cc(C(=O)N2CCN(CC(O)COc3ccccc3)CC2)cc(OC)c1OC (stereo not given)	-0.3%
CCN(CC)S(=O)(=O)c1cc(NC(=O)c2ccc3c(c2)NC(=O)C(C)S3)ccc1C (stereo not given)	-0.1%[50 µM]
Cc1cccc(COc2ccccc2C(=O)NC2CCC(O)CC2)c1 (stereo not given)	0.9%[50 µM]
O=C(Nc1nnc(C2CC2)s1)c1ccc(Cl)nc1	0.3%[50 µM]
COc1ccc(C(=O)NCC(c2ccco2)N2CCCCC2)cc1S(=O)(=O)Nc1ccc(C)cc1 (stereo not given)	-0.1%[50 µM]
Cc1cc(S(=O)(=O)Nc2ccc(C(=O)NCCCn3ccnc3)cc2)ccc1F	2.8%
CCc1ccc(C(=O)C(C)OC(=O)Cn2cnc3c2c(=O)n(C)c(=O)n3C)cc1 (stereo not given)	1.2%[50 µM]
O=C(O)c1ccc(-c2noc(-c3cccc(Cl)c3)n2)cc1	-0.2%
O=C(COC(=O)c1ccc[nH]c1=O)NCC12CC3CC(CC(C3)C1)C2	0.3%[50 µM]
COc1cccc(NC(=O)CN(C)C(=O)CNC(=O)c2sc3ccccc3c2Cl)c1	1.5%[50 µM]

(next part)
SMILES	UTI89 phage lysis
CC(C)CC1(C)NC(=O)N(CC(=O)Nc2ccccc2Br)C1=O (stereo not given)	-0.1%
COc1ccccc1NS(=O)(=O)c1cccc(C(=O)N2CCCCCC2)c1	1.1%[50 µM]
O=S(=O)(c1ccccc1)N1CCN(Cc2ccccc2)c2ccccc21	-1.1%
Cc1ccccc1OCC(=O)NNC(=O)C1CCN(c2ncnc3sc(C)c(C)c23)CC1	-0.6%[50 µM]
CCC(C)c1ccc(NC(=O)C2=CC=CN3CCS(=O)(=O)N=C23)cc1 (stereo not given)	0.4%[50 µM]
COCCNC(=O)C1CC(c2ccc(C(F)(F)F)cc2)=NO1 (stereo not given)	1.2%
CCC(=O)NC(c1ccco1)c1cc(Cl)c2cccnc2c1OC (stereo not given)	1.5%
CC(NC(=O)c1ccccc1)C(=O)OCC(=O)c1c(N)n(C)c(=O)n(C)c1=O (stereo not given)	0.8%[50 µM]
O=C(Cc1ccccc1)c1ccc(O)cc1O	-1.3%
Cc1ccc(C)c(OCC(=O)NCC(C)(C)N2CCOCC2)c1	1.6%[50 µM]
CC1Cc2ccccc2N1S(=O)(=O)c1cccc(C(=O)NCc2ccco2)c1 (stereo not given)	0.7%
COc1ccc(NC(=O)Cn2ccc(C(F)(F)F)n2)cc1S(=O)(=O)N1CCOCC1	4.1%
COCC(=O)N1CCc2ccc(NC(=O)c3ccc(C(F)(F)F)cc3)cc2C1	-3.4%
CN(Cc1ccc(Cl)c(Cl)c1)C(=O)c1ccccc1SCC(=O)N1CCCC1	-0.2%[50 µM]
COc1ccccc1C(=O)NCCC(=O)N1CCN(S(=O)(=O)c2ccc(Cl)cc2)CC1	0.2%[50 µM]
CCOC(=O)C1=C(COC(=O)[C@H](C)NS(=O)(=O)c2ccc(NC(C)=O)cc2)NC(=O)NC1C (stereo not given in full)	0.3%[50 µM]
COc1cc(C(C)=O)ccc1OCC(=O)OCC(=O)c1cc(C)n(CC2CCCO2)c1C (stereo not given)	1.2%[50 µM]
COc1ccc(-c2c3c(nc4sc(C(=O)Nc5ccccc5)c(N)c24)CCC3)cc1	0.3%
CC(CNc1ccc(Cl)cc1)(CNc1ccc(Cl)cc1)[N+](=O)[O-]	2.6%
O=C(CCl)N1CCN(S(=O)(=O)c2ccc3c(c2)OCCCO3)CC1	0.2%[50 µM]
CN(CC(=O)Nc1ccc(F)c(F)c1F)C(=O)c1ccc2c(c1)NC(=O)CS2	-0.2%[50 µM]
COc1cccc(C(=O)OCC(=O)N2CCc3ccccc32)c1OC	1.1%[50 µM]
CCN(C(=O)COc1ccc(C(C)=O)cc1)c1cccc2ccccc12	-0.1%[50 µM]
COc1ccc2[nH]c(=O)c(-c3nnn(-c4ccc(Cl)nc4)n3)cc2c1	-0.1%
CC(=O)Nc1ccc(C(=O)COC(=O)CCS(=O)(=O)c2ccccc2)cc1	0.4%[50 µM]
COc1ccc(C(=O)OC(C)C(=O)NC2CCCC2)cc1S(=O)(=O)N1CCOCC1 (stereo not given)	0.3%[50 µM]
Cc1ccc(C)c(NC(=O)COC(=O)c2cc3ccccc3oc2=O)c1	1.6%[50 µM]
CCC(=O)C(C#N)(c1ccc(OC)c(OC)c1)C(C)C (stereo not given)	0.3%
CCN(C(=O)CSc1nnc(-c2ccccc2Cl)n1N)c1c(N)n(Cc2ccccc2)c(=O)[nH]c1=O	-0.3%
COc1cccc(NC(=O)CN(C)C(=O)c2ccc(-n3cncn3)c([N+](=O)[O-])c2)c1	1.5%[50 µM]
O=C(Nc1ccc(Cl)cc1F)c1ccc(-n2cncn2)cc1	0.4%[50 µM]
Cc1ccc(S(=O)(=O)NC2CCCCCC2)cc1	-0.2%
Cc1ccc(C2OC(=O)C=C2c2ccccc2)cc1 (stereo not given)	2.6%
CCOc1ccc(CCNC(=O)c2cccc(S(=O)(=O)N3CC(C)OC(C)C3)c2)cc1OCC (stereo not given)	0.7%[50 µM]
O=C(Cn1ccc([N+](=O)[O-])n1)NCc1ccccc1	-0.7%
COC(=O)c1c(-c2ccc(OC)cc2)sc2ccc(-c3ccc4c(c3)OCO4)cc12	0.1%
C[C@H](CO)N1C[C@H](C)[C@@H](CN(C)C(=O)Nc2ccc3c(c2)OCO3)Oc2ccc(NS(=O)(=O)c3ccccc3)cc2C1=O	-2.8%
CC1CCN(c2ccc(NC(=O)C3CCCN3S(=O)(=O)c3ccc(F)cc3)cc2)CC1 (stereo not given)	0.1%[50 µM]
CCOC(=O)c1ccccc1OC(=O)NNc1ccccc1	-0.6%
CCN1CCN(c2ccc(S(=O)(=O)N3CCCCC3)cc2NC(=O)c2ccc(OC(F)F)cc2)CC1	4.0%[50 µM]
C[C@@H]1CN([C@@H](C)CO)C(=O)Cc2cc(NS(=O)(=O)c3ccccc3)ccc2O[C@H]1CN(C)S(C)(=O)=O	-0.7%
COC(=O)c1ccc2c(=O)[nH]c(COC(=O)c3[nH]c(C)c(C(C)=O)c3C)nc2c1	-1.1%
O=C(COC(=O)COc1ccc(Cl)cc1Cl)NC1CCCC1	4.0%[50 µM]
Cc1[nH]nc(C(F)(F)F)c1CCC(=O)NC1CCCCCC1	0.2%[50 µM]
COc1ccc(OCCCC(=O)OCC(=O)N2CCN(S(=O)(=O)c3ccc(C)cc3C)CC2)cc1	0.1%[50 µM]
CCCCn1nc(C(=O)Nc2c(C)n(C)n(-c3ccccc3)c2=O)c2ccccc2c1=O	0.6%[50 µM]
